Source: PubChem (National Center for Advancing Translational Sciences (NCATS))
aSyn yeast rescue = inhibitors of alpha-synuclein toxicity in yeast | S. cerevisiae alpha-synuclein toxicity rescue, BacTiter-Glo growth, 24 h | Potency, µM (highest dose often 46.1 µM), for inactives: top-dose growth rescue (activation), actives largely listed as activators | 94,000 tested, 0.02% active | AID 1347070; active = well fitted activation curve with a large enough effect; inconclusive = small, poorly fitted or top-dose-only effect; note: 0% is about no effect
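Growth restoration measured by BacTiter-Glo luminescence after 24 hr at 30 deg C; alpha-synuclein yeast, raffinose-pregrown to mid-log, were added at OD600=0.02 in galactose medium onto pinned compounds.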
* marks the source's active call; other numbers are inactive results; ? = inconclusive; [ ] = remark or other dose. Potency is the fitted concentration of half-maximal effect. Not all compounds are listed, so the mix of outcomes need not match the whole.

item	SMILES	aSyn yeast rescue
1	COc1ccc(CNC(=O)CSc2ncc3c(n2)-c2cc(Cl)ccc2N(Cc2ccccc2)S3(=O)=O)cc1	9%
2	COc1ccccc1Cn1cc(C(=O)c2ccccc2)c(=O)c2cc(OC)c(OC)cc21	6%
3	Oc1cccc(-c2nc3ncccn3c2Nc2cccc(C(F)(F)F)c2)c1	4%
4	Cc1ccc(-n2c(=O)c3sccc3n(CC(=O)NC3CCCC3)c2=O)cc1	-10%
5	CCN(CC(=O)Nc1c(F)cccc1F)C(=O)c1cccn1C	0%
6	COC(=O)c1ccccc1NC(=O)CSc1n[nH]c(-c2ccco2)n1	7%
7	CCOC(=O)Cc1csc(NC(=O)Cc2ccc(Cl)cc2)n1	1%
8	COc1ccc(OC)c(S(=O)(=O)NCCc2sc(-c3ccc(C)cc3)nc2C)c1	?
9	CNC(=O)c1cccc2cccc(Sc3ccccc3C(=O)O)c12	-5%
10	CC1CN(S(=O)(=O)c2ccc(F)cc2)C(C)N1C(=O)N1CCOCC1 (stereo unspecified)	1%
11	COc1ccc(S(=O)(=O)NCCc2sc(C)nc2C)cc1F	3%
12	O=C(CSc1nnc(-c2ccc(Cl)cc2)o1)c1ccc([N+](=O)[O-])cc1	-6%
13	Cc1ccc(S(=O)(=O)N2CCCCC2)cc1C(=O)NC1CCCCC1	8%
14	CC(=O)c1c(C)[nH]c(C(=O)OCC(=O)Nc2ccc(Cl)c(S(=O)(=O)N(C)C)c2)c1C	-5%
15	COc1ccccc1NC(=O)c1sc2nc(-c3cc4ccccc4oc3=O)[nH]c(=O)c2c1C	-9%

Overlap with the part before: 4 compounds, then new ones.
item	SMILES	aSyn yeast rescue
12	O=C(CSc1nnc(-c2ccc(Cl)cc2)o1)c1ccc([N+](=O)[O-])cc1	-6%
13	Cc1ccc(S(=O)(=O)N2CCCCC2)cc1C(=O)NC1CCCCC1	8%
14	CC(=O)c1c(C)[nH]c(C(=O)OCC(=O)Nc2ccc(Cl)c(S(=O)(=O)N(C)C)c2)c1C	-5%
15	COc1ccccc1NC(=O)c1sc2nc(-c3cc4ccccc4oc3=O)[nH]c(=O)c2c1C	-9%
16	Cc1ccc(N2CCN(c3nc4ccccc4n4nnnc34)CC2)c(C)c1	2%
17	COc1cccc(-c2nc(CS(=O)(=O)CC(=O)NCc3ccc(C)cc3)c(C)o2)c1	5%
18	O=C(c1cn(-c2ccccc2)nc1-c1cccc([N+](=O)[O-])c1)N1CCCCC1	0%
19	CCc1nc2ccc(C(=O)NCc3cccc(Br)c3)cc2nc1CC	2%
20	CCC(Sc1nc2nccnc2c(=O)n1Cc1ccc(OC)cc1)C(=O)NC1CCCCC1 (stereo unspecified)	-3%
21	CC(C)CC1(C)N=C(c2ccccc2)C(=S)N1 (stereo unspecified)	-51%[inhibitor]
22	COc1ccc(CNC(=S)Nc2ccc(F)c(Cl)c2)cc1OC	-12%
23	Cc1ccc(NC(=O)Cn2c(=O)n(-c3ccc(CC(=O)NCC4CCCO4)cc3)c(=O)c3ccccc32)cc1 (stereo unspecified)	1%
24	c1ccc(C(c2cccs2)c2c[nH]c3ccccc23)cc1 (stereo unspecified)	-31%[inhibitor]
25	COc1ccc(NC(=O)CCS(=O)(=O)c2nc(-c3cccs3)cc(C(F)(F)F)n2)cc1	-7%
26	CCN(CCCNC(=O)c1cc2c(=O)[nH]c3ccccc3c2s1)c1ccccc1	-3%
27	CCOC(=O)N1CCC(NC(=O)c2cccc3c2C(=O)N(CCOC)C3)CC1	6%
28	Cc1oc2cc3oc(=O)c(CC(=O)NCc4ccccc4)c(C)c3cc2c1C	-2%
29	O=C(CSc1nc2ncc(Cl)cc2[nH]1)NC1CCS(=O)(=O)C1 (stereo unspecified)	-7%
30	Cc1ccc2[nH]c(=O)c(COC(=O)C3CCCCC3)cc2c1	12%
31	CC(C)c1ccc(Nc2c(-c3ccccc3O)nc3cnccn23)cc1	22µM*
32	COc1ccc(CCNC(=O)c2cnn(-c3cccc(C)c3)c2C2CCNCC2)cc1OC	-1%
33	CC(C)(C)NC(=O)NC(=O)CN1CCCCC1	-7%
34	CCN(C(=O)c1cc2c(=O)oc3ccc(C)cc3c2s1)c1ccccc1C	-2%
35	COc1cc(NS(=O)(=O)c2ccc(NC(=S)NC(=O)c3ccccc3)cc2)nc(OC)n1	14%
36	CCCC(CCC)C(=O)Nc1cccc(-c2cn3cccnc3n2)c1	-11%
37	O=C(N/N=C/c1ccco1)c1ccc(NC(=O)C2CC2)cc1	-5%
38	O=C(NCc1ccccc1Cl)c1c2c(nc3ccccc13)C(=O)N(C1CCCCC1)C2	2%
39	C=CCOc1ccc(C(c2c(C)n(C)n(-c3ccccc3)c2=O)c2c(C)n(C)n(-c3ccccc3)c2=O)cc1	9%
40	COc1ccccc1NC(=O)CSc1nc(=O)n2cc(C)ccc2n1	7%
41	COc1ccccc1OCCCSc1nc(-c2ccc(C(C)(C)C)cc2)nc2cc(=O)[nH]n12	9%
42	CNC(=S)N1CCC(n2cnc3ccccc32)CC1	-7%
43	COCCn1c(-c2ccc(SC)cc2)nc2c1c(=O)[nH]c(=O)n2CC(C)C	3%
44	CCc1cccc(C)c1Nc1c(-c2cccs2)nc2nc(C)cc(C)n12	1%
45	Cc1nc2c(C(=O)N(C)Cc3ccccc3)c[nH]n2c(=O)c1Cc1ccc(Cl)cc1	-10%
46	CCc1ccccc1NC(=O)c1ccc(F)c(S(=O)(=O)N2CCN(c3cccc(Cl)c3)CC2)c1	1%
47	Cc1ccnc(NC(c2ccccc2F)c2ccc3cccnc3c2O)c1 (stereo unspecified)	?
48	Cc1cccc2c1-c1sc(C(=O)NCc3ccccc3Cl)cc1CO2	-19%
49	Cc1cc(Cl)ccc1NC(=O)CSc1nc2c(c(=O)[nH]1)CCC2	-15%
50	CN(C)CCN=Cc1c(O)n(-c2ccc(S(=O)(=O)N3CCOCC3)cc2)c(=O)c2ccccc12	-13%
51	CCOc1ccc2nc(NC(=O)c3cccc(N4C(=O)CCC4=O)c3)sc2c1	5%
52	CCOc1ccccc1NS(=O)(=O)c1ccc2c(c1)CC(C)N2C(=O)C1CC1 (stereo unspecified)	4%
53	Cc1nn(-c2ccccc2)c(-n2cccc2)c1C(=O)N1CCN(c2ccccc2)CC1	-6%
54	CCCNC(=O)CCc1c(C)nc2nc(-c3cc(OC)cc(OC)c3)nn2c1C	2%
55	CCN(CC)S(=O)(=O)c1ccc(OC)c(NC(=O)c2ccc(=O)[nH]c2)c1	-10%
56	Cc1ccc(C23CC4CC(CC(C(=O)N5CCN(C)CC5)(C4)C2)C3)cc1	11%
57	CCOc1ccc2ncc3c(-c4ccccc4)nn(CC(=O)Nc4cccc(F)c4)c3c2c1	-2%
58	CCc1cccc(NC(=O)c2c(C)oc3ncnc(N4CCCCC4)c23)c1	7%
59	COc1cc2ccccc2cc1C(=O)Nc1ccccc1N1CCCC1	3%
60	CCOc1ccc(CNS(=O)(=O)c2c(C)nc3scc(C)n3c2=O)cc1OC	-10%
61	O=C(CSc1nc(=O)[nH]c2c1CCC2)NCc1ccc(Cl)cc1	-2%
62	CS(=O)(=O)c1ccc(Cl)c(C(=O)NC2CCSc3ccccc32)c1 (stereo unspecified)	-4%
63	O=C(CCCN1C(=O)/C(=C/c2cccs2)SC1=S)Nc1cccc(O)c1	-8%
64	COc1cccc(CNS(=O)(=O)c2ccc3c(c2)C(C(C)C)C(=O)N3)c1 (stereo unspecified)	-1%
65	COc1cccc(NC(=O)N(C)C[C@H]2Oc3cc(C#Cc4ccncc4)ccc3S(=O)(=O)N([C@H](C)CO)C[C@H]2C)c1	1%
66	Cn1cc(S(=O)(=O)NCC2CCCO2)c(=O)n(C)c1=O (stereo unspecified)	2%
67	CCOC(=O)c1ccc(N2C(=O)c3n[nH]c(-c4cccs4)c3C2c2cccc(OC)c2)cc1 (stereo unspecified)	-5%
68	COc1cc(NC(=O)CSc2ccc(-c3ccccn3)nn2)cc(OC)c1	-7%
69	CCCCOC(=O)/C(C#N)=C\c1ccc(-c2ccc(Cl)cc2)o1	1%
70	CCN1CC(=O)Nc2cc(S(=O)(=O)N3CCOCC3)ccc21	-49%[inhibitor]
71	Cc1cc(C)nc(/N=C2\NC(=O)CC(C(=O)O)N2c2ccc(C)c(C)c2)n1 (stereo unspecified)	-6%
72	Cc1ccc(C)c(N2CCN(C(=O)c3cn(C)c4ccc(S(=O)(=O)N(C)C)cc4c3=O)CC2)c1	13%
73	O=C(Nc1ccccc1N1CCN(c2ccccc2)CC1)c1ccccc1	-20%
74	CC(=O)c1ccc(S(=O)(=O)N2CCn3cccc3C2c2ccc(C)cc2)cc1 (stereo unspecified)	2%
75	Cc1ccc(C)c(NC(=O)c2cc(S(=O)(=O)N3CCc4ccccc4C3)ccc2F)c1	-4%

Entries by screen from the list:
aSyn yeast rescue for nos. 46 to 56: 1%, ?, -19%, -15%, -13%, 5%, 4%, -6%, 2%, -10%, 11%

(listing goes on)
item	SMILES	aSyn yeast rescue
76	Cc1ccc(Cl)cc1N1CCN(CCCNC(=O)c2ccc3nc(N4CCCCC4)sc3c2)CC1	-23%
77	O=C(NCc1cccc(CNC(=O)C(=O)NCC2CCCO2)c1)C(=O)NCC1CCCO1 (stereo unspecified)	0%
78	O=C(COc1ccccc1)Nc1nnc2n1CCS2	-2%
79	COc1ccc(Cl)cc1NC(=O)CCS(=O)(=O)c1nc(-c2cccs2)cc(C(F)(F)F)n1	-11%
80	COc1ccc(C2C=C(c3ccccc3)Nc3nc(NC(=O)c4cccc([N+](=O)[O-])c4)nn32)cc1 (stereo unspecified)	5%
81	CC(C)CN(C(=O)COC(=O)c1ccc2c(c1)OCCO2)c1c(N)n(Cc2ccccc2)c(=O)[nH]c1=O	6%
82	CC1NC(=O)N(C)[C@@H]2NC(=O)N(C)C(c3ccc([N+](=O)[O-])cc3)[C@@H]12 (stereo partly specified)	-2%
83	Cc1ccc(-c2nonc2NC(=O)c2ccc(F)cc2)cc1C	-7%
84	COc1ccccc1C(=O)N(c1ccc(C)cc1)S(=O)(=O)c1ccc(Cl)cc1	-16%
85	COc1ccc(NC(=O)c2c(-c3ccc(C)cc3)nnc3ccccc23)cc1Cl	6%
86	COc1ccc(C(=O)N2CCC(c3nc4ccccc4o3)CC2)cc1	1%
87	CCCCCCCCCC(=O)N1c2ccccc2NC(=O)C1CC(=O)Nc1ccc(C(=O)O)cc1 (stereo unspecified)	11%
88	O=C(NCCCO)c1ccc(CSc2nc3ccccc3c(=O)[nH]2)cc1	-7%
89	CSc1ccc(C2C(C(=O)Nc3ccccc3)=C(C)Nc3nc4ccccc4n32)cc1 (stereo unspecified)	-5%
90	COCCNc1nc2c(S(=O)(=O)c3ccc(C)c(C)c3)nnn2c2ccc(Cl)cc12	2%
91	COc1ccc(S(=O)(=O)NCCc2nnc3ccc(SCC(=O)Nc4cc(C)cc(C)c4)nn23)cc1	5%
92	O=c1cc(NCc2ccccc2)nc2ccccn12	13%
93	COc1cc(/C=C2/C(=O)NN(c3ccc(F)cc3)C2=O)cc([N+](=O)[O-])c1O	-3%
94	CCC(C)[C@H](NC(=O)[C@@H]1Cc2ccccc2CN1C(=O)OC(C)(C)C)C(=O)NCC1CCC(C(=O)O)CC1 (stereo partly specified)	1%
95	COc1ccc(CN2C(=O)C(CC(=O)NCCc3ccccn3)CC(C(=O)N(C)C)=C2C)cc1 (stereo unspecified)	-5%
96	Cc1onc(-c2c(Cl)cccc2Cl)c1C(=O)N=C(N)N1CCCC1	6%
97	COC(=O)c1cc(C(=O)N2CCN(c3cccc(C)c3C)CC2)cc([N+](=O)[O-])c1	-10%
98	CN(C)CCCN(C(=O)CCOc1ccccc1)c1nc2ccc(F)cc2s1	1%
99	O=C(NCCn1cc(SCc2cccc(F)c2)c2ccccc21)c1cccc(C(F)(F)F)c1	5%
100	CC(=O)Oc1ccccc1N(C(C)=O)S(=O)(=O)c1cccc([N+](=O)[O-])c1	-2%
101	CN(Cc1ccccc1)C(=O)CSc1nc(-c2ccc(F)cc2)cc(C(F)(F)F)n1	2%
102	O=C(Nc1cc(-c2ccc(F)c(F)c2)no1)c1ccccc1F	0%
103	Cc1cccc(NC(=O)CSc2cn[nH]n2)c1	-1%
104	CC1(C)C(=O)C=C(N2CCCCC2)c2ccccc21	-6%
105	Cc1cc(NC(=O)CCn2c(=O)c3cccn3c3cccnc32)ccc1Br	-10%

Random excerpt: 2 entries already listed, in no set order.
item	SMILES	aSyn yeast rescue
104	CC1(C)C(=O)C=C(N2CCCCC2)c2ccccc21	-6%
100	CC(=O)Oc1ccccc1N(C(C)=O)S(=O)(=O)c1cccc([N+](=O)[O-])c1	-2%

Remaining list, next part:
item	SMILES	aSyn yeast rescue
106	O=C(OCC(=O)N1CCCc2ccccc21)c1ccc(C(F)(F)F)cc1	-3%
107	O=C(c1ccccc1-c1nc(-c2ccccc2Cl)no1)N1CCOCC1	12%
108	CCOc1ccccc1NC(=O)Cn1c(=O)n(CCCC(=O)NCCOC)c(=O)c2cc(OC)c(OC)cc21	-2%
109	CCOC(=O)C(CC)Sc1ncnc2sc3c(c12)CCCC3 (stereo unspecified)	5%

Of the compounds above, 4 contain a COOH group:
item	SMILES	aSyn yeast rescue
9	CNC(=O)c1cccc2cccc(Sc3ccccc3C(=O)O)c12	-5%
71	Cc1cc(C)nc(/N=C2\NC(=O)CC(C(=O)O)N2c2ccc(C)c(C)c2)n1 (stereo unspecified)	-6%
87	CCCCCCCCCC(=O)N1c2ccccc2NC(=O)C1CC(=O)Nc1ccc(C(=O)O)cc1 (stereo unspecified)	11%
94	CCC(C)[C@H](NC(=O)[C@@H]1Cc2ccccc2CN1C(=O)OC(C)(C)C)C(=O)NCC1CCC(C(=O)O)CC1 (stereo partly specified)	1%
